# Bioassay records (PubChem BioAssay)
# Pol beta inh = DNA polymerase beta (human) inhibition; P06746; Pol beta primer extension/strand displacement, fluorescence kinetic; Potency, µM (titrated, usually from 114 µM), for the others: top-dose activity change, negative = inhibition, hits mostly inhibitors; 1.3% of 340,000 active; AID 485314; also: potency is read from the fitted curve at half-maximal effect; % is scaled to controls: 0 for no effect and ±100 for the full control effect
#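 10 nM enzyme + cpd, 15 min RT; start with substrate 50 nM final; read 0 min and after 10 min RT. Corrected, normalized data; 4-parameter Hill curve fit.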
# LDHA block = inhibitors of human lactate dehydrogenase A | activity change, % (values are at about 110 or 230 µM) | purified LDHA, NADH/diaphorase-resazurin fluorescence; active compounds read low | P00338 | 0.15% of 480,000 active | AID 1347041; in the data active = activity change below about -30%; inconclusive = mostly about -25% to -30%;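 also: plate controls were DMSO wells for no effect and wells without enzyme for full effect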
#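 Resorufin fluorescence (ex540/em590), read at 0 and 20 min after diaphorase/resazurin addition, reports the NADH left after a 5 min room-temperature reaction of 2 nM human LDH5 with 0.06 mM NADH and 0.2 mM pyruvate.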
# POLK inh = DNA polymerase kappa (human) inhibition. Q9UBT6. purified Pol kappa, fluorescent DNA synthesis assay, 10 min. Potency, µM (top dose mostly 107 µM), for inactives: top-dose activity, negative = inhibition, usual class: inhibitors. 0.53% of 400,000 active. AID 588579; also: potency is read from the fitted curve at half-maximal effect; % is scaled to controls: 0 for no effect and ±100 for the full control effect
# Target sequence (Q9UBT6 whole entry, looked up): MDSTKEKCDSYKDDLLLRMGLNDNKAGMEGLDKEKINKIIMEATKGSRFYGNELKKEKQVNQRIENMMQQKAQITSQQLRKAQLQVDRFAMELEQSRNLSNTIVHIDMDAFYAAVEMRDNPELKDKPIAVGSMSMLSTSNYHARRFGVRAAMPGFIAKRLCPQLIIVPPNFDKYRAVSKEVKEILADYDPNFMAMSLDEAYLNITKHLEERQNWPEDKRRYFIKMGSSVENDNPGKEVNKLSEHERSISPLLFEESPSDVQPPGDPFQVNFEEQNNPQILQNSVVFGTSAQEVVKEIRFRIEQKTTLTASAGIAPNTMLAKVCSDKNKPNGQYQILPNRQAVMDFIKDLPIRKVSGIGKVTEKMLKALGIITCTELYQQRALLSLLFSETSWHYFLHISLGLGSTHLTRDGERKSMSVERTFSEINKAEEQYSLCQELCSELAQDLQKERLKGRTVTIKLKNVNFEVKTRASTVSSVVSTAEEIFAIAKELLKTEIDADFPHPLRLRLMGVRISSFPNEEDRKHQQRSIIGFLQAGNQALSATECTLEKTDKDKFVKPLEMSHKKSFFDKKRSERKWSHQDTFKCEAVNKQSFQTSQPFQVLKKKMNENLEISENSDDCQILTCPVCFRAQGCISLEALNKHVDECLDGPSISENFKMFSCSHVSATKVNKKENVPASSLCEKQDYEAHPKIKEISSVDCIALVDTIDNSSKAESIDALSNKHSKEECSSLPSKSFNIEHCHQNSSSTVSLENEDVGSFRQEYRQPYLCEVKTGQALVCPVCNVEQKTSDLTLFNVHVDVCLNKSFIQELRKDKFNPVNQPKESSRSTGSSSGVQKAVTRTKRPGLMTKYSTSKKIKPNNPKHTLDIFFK
#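 Here, compound and 10 nM enzyme are combined for 15 min at room temperature; adding 50 nM substrate (final) starts DNA synthesis, tracked by fluorescence at 0 and 10 min against buffer-only wells.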
# POLH inh = blocks human DNA polymerase eta activity | 1.2% of 390,000 active | recombinant Pol eta, fluorescent DNA replication assay | Potency, µM (titrated, usually from 114 µM), for the others: top-dose activity change, negative = inhibition, usual class: inhibitors | AID 588591; also: potency is read from the fitted curve at half-maximal effect; % is scaled to controls: 0 for no effect and ±100 for the full control effect
#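 Pol eta (10 nM) was preincubated with compounds for 15 min at room temperature, after which fluorescent replication substrate (50 nM final) was added to start the reaction. Fluorescence was read kinetically at 0 and 10 min.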
# 12-LOX inh = blocks human arachidonate 12S-lipoxygenase; P18054; purified 12hLO, xylenol orange hydroperoxide absorbance; Potency, µM (series often up to 108 µM), without a hit: at the highest dose activity change, negative = inhibition, usual class: inhibitors; 1.1% of 580,000 active; also: potency is read from the fitted curve at half-maximal effect; % is scaled to controls: 0 for no effect and ±100 for the full control effect
#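 Purified human 12hLO (150 nM final) in 25 mM Hepes, 0.01% Triton X-100, pH 7.0 was preincubated 15 min at room temperature with compound. Then 40 uM arachidonic acid was added, 30 min. Hydroperoxide was read by Fe-XO absorbance ratio 573/405 nm.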
# RGS4 inh = human RGS4 inhibition; Transcreener GDP fluorescence polarization, RGS4-accelerated GTP hydrolysis; P49798; Potency, µM (highest dose often 114 µM), inactives show top-dose activity change, negative = inhibition, actives largely listed as inhibitors; 0.039% of 390,000 active; also: potency is read from the fitted curve at half-maximal effect; % is scaled to controls: 0 for no effect and ±100 for the full control effect; nearly all actives have a fitted effect of over 75% in size; some results filed as inactive show a strong effect at the top dose
#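 MLSMR compounds (23 nl, pin-transferred) preincubated 10 min at room temperature with a 500nM (2x) first reagent, then RGS4 at 900nM (2x) plus Transcreener GDP mix added; fluorescence polarization (620/688 nm) read before and after 90 min at 30 °C.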
# APEX1 inh = APE1 (human) endonuclease inhibition. Potency, µM (titrated, usually from 65.8 µM), for the others: at the top dose activity change, negative = inhibition, actives largely listed as inhibitors. recombinant APE1, TAMRA/BHQ-2 abasic DNA cleavage fluorescence. 0.35% of 350,000 active. P27695;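 also: potency is read from the fitted curve at half-maximal effect; plate controls were vehicle for no effect and reference inhibitor for full effect; nearly all actives have a fitted effect of over 55% in size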
#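 Endonuclease cleavage of a quenched abasic-site DNA duplex (50 nM) by APE1 (0.75 nM) was tracked by TAMRA dequenching. Compounds were preincubated with enzyme 15 min at room temperature; data normalized to buffer-only and DMSO wells plus NSC13755 control.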
# Apoferritin bind = candidate novel general anesthetic via apoferritin binding; P02791; apoferritin/1-aminoanthracene competitive binding, fluorescence; Potency, µM (titrated, usually from 77.5 µM), for the others: at the top dose activity change, negative = displacement, actives largely listed as inhibitors; 0.074% of 350,000 active; AID 485281; also: potency is read from the fitted curve at half-maximal effect; % is scaled to controls: 0 for no effect and ±100 for the full control effect; nearly all actives have a fitted effect of over 20% in size
# Target sequence (P02791 2-175 limits assumed): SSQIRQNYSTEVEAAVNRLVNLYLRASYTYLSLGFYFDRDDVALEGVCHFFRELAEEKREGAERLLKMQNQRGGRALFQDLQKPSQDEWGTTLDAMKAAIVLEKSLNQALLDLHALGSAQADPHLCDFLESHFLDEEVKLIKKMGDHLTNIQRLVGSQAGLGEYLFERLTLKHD
#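 Horse-spleen apoferritin (10 uM) in 50% saturated 1-aminoanthracene in PBS was incubated 10 min at room temperature with compound. Fluorescence (ex 380, em 535 nm) was normalized to free and bound 1-AMA, with concentration-response fitted by a four-parameter Hill equation.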
# ERG-DNA inh = inhibitors of human ERG Ets domain-DNA interaction; P11308; fluorescence polarization, His-ERG Ets domain / labelled DNA; Potency, µM (top dose mostly 76.9 µM), for inactives: top-dose FP activity, negative = inhibition, usual class: inhibitors; 0.028% of 370,000 active; AID 624246; active = well fitted inhibition curve with a large enough effect in the polarisation, with a control signal flat; inconclusive = small, poorly fitted or top-dose-only effect, or effect the other way, or a change in a side signal; inactive = no such curve, though single readings can be large or run the other way; the % refers to the polarisation;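 also: polarization taken with two DNA probes labelled with fluorescein and Texas red; potency is read from the fitted curve at half-maximal effect; % of control where 0% means no effect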
#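 His-tagged ERG Ets domain (1 uM in the protein solution; 300mM KCl, 50mM Tris-HCl, 1mM EDTA, 1mM DTT, pH 7.5) received compound, then a probe mix of 5 nM fluorescein-DNA and 100nM Texas-615-DNA. Fluorescence polarization was read for both dyes.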
# * hit, by the source's call; ? = inconclusive; nt = not tested or not shown; [ ] = remark or other dose. Unless noted, calls follow the shape of the dose curve; as a rule, active = well fitted curve in the direction sought with a large enough effect; inconclusive = small, poorly fitted or top-dose-only effect, or another doubt; inactive = no such curve, though single readings can be large; an effect the other way counts as inactive or inconclusive. This is a subset; rates above refer to the full screens.
SMILES,Pol beta inh,LDHA block,POLK inh,POLH inh,12-LOX inh,RGS4 inh,APEX1 inh,Apoferritin bind,ERG-DNA inh
Cc1cc2nc(-c3ccc(SCC(=O)N4CCOCC4)nc3)[nH]c2cc1C,?,6,-19%,-6%,-15%,-23%,1%,-8%,-11%
Cc1ccc(C)c(CN2C(=O)c3ccccc3S(=O)c3ccc(C(=O)NCCC4=CCCCC4)cc32)c1 (centres undefined),15%,-2,0%,-6%,-19%,-3%,nt,-12%,1%
COC(=O)CSc1nnc(CNC(=O)c2cc(OC)cc(OC)c2)n1-c1ccc(F)cc1,37%,-5,-5%,-6%,0%,-4%,9%,-5%,8%
COc1ccc(OC)c(C(C)NC(=S)NC2CCCCC2)c1 (centres undefined),6%,-8,-18%,-16%,?,-17%,-14%,-13%,-11%
Cc1ccc(C2CC(C(F)(F)F)n3nc(C(=O)NCc4c(C)nn(C)c4C)c(Cl)c3N2)cc1 (centres undefined),-2%,6,3%,1%,?,0%,-4%,?,11%
COc1ccccc1NC(=O)Cn1c(=O)n(-c2ccc(C)cc2)c(=O)c2ccc(C(=O)NCc3ccco3)cc21,4%,-5,-7%,-3%,-19%,-10%,nt,-5%,13%
COc1ccc(NC(=O)c2ccc(-c3ccccc3Cl)o2)cc1,14%,-6,-9%,-13%,-29%,24%,?,-14%,4%
CC1(C)CC(=O)C2=C(C1)OC(/N=C/N1CCCC1)=C(C#N)C2c1ccccc1 (centres undefined),32%,-11,-9%,-6%,15%,10%,0%,0%,-9%
CSC1=N/C(=C\c2ccccc2Cl)C(=O)N1N(C)C,-13%,0,2%,-18%,?,10%,1%,10%,2%
COc1ccc(-c2noc(CN(C)Cc3ccccc3)n2)c(OC)c1OC,17%,-6,-7%,2%,-11%,8%,25%,-9%,18%
O=C(CSc1ccc(F)cc1)NCC1(N2CCOCC2)CCCCC1,nt,-4,-12%,-15%,-13%,11%,-3%,nt,1%
CCOC(=O)[C@H]1[C@H]2COc3ccc(C)cc3[C@@H]2N2C(=O)c3cc(F)c(F)cc3NC(=O)[C@@]12C,nt,1,-12%,-10%,-28%,9%,4%,nt,2%

# Already shown: 10 of the compounds above.
SMILES,Pol beta inh,LDHA block,POLK inh,POLH inh,12-LOX inh,RGS4 inh,APEX1 inh,Apoferritin bind,ERG-DNA inh
COC(=O)CSc1nnc(CNC(=O)c2cc(OC)cc(OC)c2)n1-c1ccc(F)cc1,37%,-5,-5%,-6%,0%,-4%,9%,-5%,8%
COc1ccc(OC)c(C(C)NC(=S)NC2CCCCC2)c1 (centres undefined),6%,-8,-18%,-16%,?,-17%,-14%,-13%,-11%
Cc1ccc(C2CC(C(F)(F)F)n3nc(C(=O)NCc4c(C)nn(C)c4C)c(Cl)c3N2)cc1 (centres undefined),-2%,6,3%,1%,?,0%,-4%,?,11%
COc1ccccc1NC(=O)Cn1c(=O)n(-c2ccc(C)cc2)c(=O)c2ccc(C(=O)NCc3ccco3)cc21,4%,-5,-7%,-3%,-19%,-10%,nt,-5%,13%
COc1ccc(NC(=O)c2ccc(-c3ccccc3Cl)o2)cc1,14%,-6,-9%,-13%,-29%,24%,?,-14%,4%
CC1(C)CC(=O)C2=C(C1)OC(/N=C/N1CCCC1)=C(C#N)C2c1ccccc1 (centres undefined),32%,-11,-9%,-6%,15%,10%,0%,0%,-9%
CSC1=N/C(=C\c2ccccc2Cl)C(=O)N1N(C)C,-13%,0,2%,-18%,?,10%,1%,10%,2%
COc1ccc(-c2noc(CN(C)Cc3ccccc3)n2)c(OC)c1OC,17%,-6,-7%,2%,-11%,8%,25%,-9%,18%
O=C(CSc1ccc(F)cc1)NCC1(N2CCOCC2)CCCCC1,nt,-4,-12%,-15%,-13%,11%,-3%,nt,1%
CCOC(=O)[C@H]1[C@H]2COc3ccc(C)cc3[C@@H]2N2C(=O)c3cc(F)c(F)cc3NC(=O)[C@@]12C,nt,1,-12%,-10%,-28%,9%,4%,nt,2%

# The listing continues.
SMILES,Pol beta inh,LDHA block,POLK inh,POLH inh,12-LOX inh,RGS4 inh,APEX1 inh,Apoferritin bind,ERG-DNA inh
CCCN1CCC(NC(=O)Nc2ccc(F)cc2F)CC1,15%,0,1%,-5%,1%,-30%,4%,-8%,10%
Cc1cc2c(sc3c(C)ccc(C)c32)c(C)n1,-4%,-5,-6%,2%,?,-1%,9%,-4%,0%
O=S(=O)(CCC1CCCCN1)c1ccccc1 (centres undefined),5%,-5,5%,-26%,-9%,-8%,17%,-9%,-8%
CC(C)(C)n1ncc2c(=O)n(CC(=O)N3CCCCCC3)cnc21,43%,-4,3%,-16%,5%,-17%,16%,?,-8%
Cc1ccccc1-n1c(=O)n(Cc2ccc(C(=O)O)cc2)c(=O)c2[nH]cnc21,3%,-6,-3%,-18%,0%,-6%,56%[activator],3%,11%
CSCCC(NS(=O)(=O)c1ccc(F)cc1)C(=O)NCc1ccc(S(N)(=O)=O)cc1 (centres undefined),-9%,-1,6%,-16%,31%[activator],1%,2%,2%,-6%
O=C(Nc1ccc(C(=O)O)cc1)Nc1ccc(F)cc1F,11%,-6,-8%,-5%,-6%,-2%,-3%,0%,-1%
O=C1COc2ccc(C(=O)COC(=O)CNS(=O)(=O)c3cccc(F)c3)cc2N1,nt,0,-3%,-16%,-4%,-10%,24%,nt,5%
N#CNC(=Nc1ccccc1)SCc1ccc(C(=O)O)cc1,32%,-4,-17%,9%,-4%,?,-4%,0%,10%
Cc1ccc(NS(=O)(=O)c2ccc(N/N=C/c3ccncc3)c([N+](=O)[O-])c2)c(C)c1,-7%,-3,-15%,?,9%,-18%,-6%,-7%,-9%
Oc1c(CN2CCOCC2)cc(-c2ccccc2)cc1CN1CCOCC1,19%,0,-13%,-12%,0%,-17%,-2%,-4%,-9%
Cc1ccc(S(=O)(=O)N2CCN(S(=O)(=O)c3ccc(C)cc3)C3OCCOC32)cc1 (centres undefined),0%,-3,-12%,-6%,-11%,16%,-2%,-5%,13%
COc1ccc(N2CCN(S(=O)(=O)c3ccc(-c4coc(C)n4)cc3)CC2)cc1,32µM*,1,-13%[60.1 µM],?,-11%,-45%,nt,0%,-2%
O=C(O)CC(CC(=O)Nc1ccc(-n2ccc(C(F)(F)F)n2)cc1)c1ccccc1 (centres undefined),-11%,-7,-12%,-24%,1%,23%,-4%,-3%,-6%
CC(=O)CSc1nc2c(c(=O)[nH]c(=O)n2C)n1CCCc1ccccc1,31%,0,5%,-16%,-7%,-40%,-7%,-16%,18%
Cc1cc(/C=C2\SC(=Nc3ccccc3)NC2=O)c(C)n1-c1ccc(S(N)(=O)=O)cc1,?,-4,?,?,-13%,-10%,13%,-10%,0%
Oc1oc(-c2ccccc2)nc1C=Nc1cccc2ccccc12,-17%,0,-4%,-9%,-2%,-3%,-3%,6%,nt
COc1ccccc1N1CCN(c2ncnc3c2nc2n3CCCC2)CC1,9%,2,0%,-6%,-18%,-16%,nt,-6%,-1%
CSc1ccc(S(=O)(=O)Nc2ccccc2C(=O)N2CCOCC2)cc1,32%,-7,-14%,-14%,0%,37%,2%,0%,15%
COCCN(C(=O)C1CC(=O)N(Cc2ccc(C)cc2)C1)c1c(N)n(CC(C)C)c(=O)[nH]c1=O (centres undefined),nt,3,-3%,1%,20%,-6%,-11%,nt,4%
CCCCn1c2ccc(F)cc2c2nnc(SCCN3CCOCC3)nc21,17%,-1,6%,-17%,-9%,-30%,-8%,-12%,-10%
CN(CC(=O)Nc1cc(Cl)ccc1C#N)C1CCS(=O)(=O)C1 (centres undefined),nt,-4,0%,-21%,0%,-1%,6%,nt,-5%
COc1ccc(NC(=O)C2CCC(=O)N2S(=O)(=O)c2ccc(C)cc2)cc1Cl (centres undefined),13%,-4,-5%,-9%,-21%,-17%,2%,-15%,-2%
COC(=O)c1cc(F)c(-n2cncn2)c(F)c1,?,-1,3%,-2%,9%,15%,0%,-1%,3%
O=C(Cc1ccc(F)cc1)N1CCN=C1SCc1cccc([N+](=O)[O-])c1,6%,-6,0%,-22%,7%,2%,-4%,?,6%
CCOC(=O)C1=C(O)C(=O)N(CCCn2ccnc2)C1c1ccc(C)cc1 (centres undefined),-7%,-11,-9%,-3%,-6%,-6%,-1%,-2%,4%
CC(=O)N1CCSc2ccc(S(=O)(=O)Nc3ccccc3C)cc21,12%,2,16%,-9%,11%,-18%,66%[activator],-9%,7%
Cc1ccc(NC(=O)CN2C(=O)COc3ccc(S(=O)(=O)N4CCCCC4)cc32)cc1Cl,18%,-2,-4%,-5%,-23%,-53%,nt,-9%,0%
N#Cc1c(Cl)c(Cl)c2nnc(-c3ccc(Br)cc3)n2c1Cl,-3%,nt,nt,nt,?,nt,-4%,-15%,nt
CCOc1ccccc1CN1CCNC(=O)C1CC(=O)NCCN1CCOC1=O (centres undefined),1%,-1,7%,-9%,13%,8%[11.4 µM],-7%,-14%,-16%
COc1ccc2oc(-c3cccc(NC(=O)c4ccc(C#N)cc4F)c3)nc2c1,34%,-2,11%,-8%,-7%,9%,nt,-8%,3%
